MmCpn inh = blocks the Methanococcus maripaludis chaperonin Mm-Cpn. purified Mm-Cpn ATPase, ADP Transcreener TR-FRET. Potency, µM (top dose mostly 76.9 µM), for the others: top-dose activity, negative = inhibition, most hits filed as inhibitors. 330,000 compounds, 0.031% hits; also: potency is read from the fitted curve at half-maximal effect; % is scaled to controls: 0 for no effect and ±100 for the full control effect; nearly all actives have a fitted effect of over 80% in size
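Reaction buffer contained 30 mM Tris pH 7.4, 100 mM KCl, 5 mM MgCl2 and 1 mM DTT. Mm-CPN (25 nM final) hydrolysed 10 uM ATP over 30 min at 37°C; ADP was read by HTRF.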
EPAC1 agonist = EPAC1 (human) agonism | O95398 | EPAC1 agonist qHTS, biochemical assay; response scale: 100% = response to 6.5 mM cAMP | Potency, µM (doses to about 154 µM), for the others: at the top dose activation, most hits filed as activators | 360,000 compounds, 0.073% hits; also: potency is read from the fitted curve at half-maximal effect; nearly all actives have a fitted effect of over 60% in size
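Nucleotide exchange by EPAC1 (100 nM) on Rap1B–BODIPY-GDP (250 nM) in the presence of 50 uM GDP is tracked fluorescently at 480/540 nm over 30 min. Signals are normalized to a 6.5 mM cAMP control.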
PLK1 PBD inh = inhibitors of human PLK1 polo-box domain binding | Potency, µM, for inactives: max response, negative = inhibition, hits mostly inhibitors | 360,000 compounds, 2.8% hits | P53350 | Plk1 PBD binding of FITC phosphopeptide, fluorescence polarization; also: potency is read from the fitted curve at half-maximal effect; series mostly up to about 57 µM; % is scaled to controls: 0 for no effect and ±100 for the full control effect; nearly all actives have a fitted effect of over 65% in size
WRN inhibitor = WRN helicase (human) inhibition; Potency, µM (doses to about 114 µM), without a hit: at the top dose activity change, negative = inhibition, hits mostly inhibitors; 360,000 compounds, 0.46% hits; WRN helicase unwinding, fluorescent forked duplex, kinetic; also: potency is read from the fitted curve at half-maximal effect; % is scaled to controls: 0 for no effect and ±100 for the full control effect; nearly all actives have a fitted effect of over 55% in size
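Kinetic red-fluorescence monitoring (525/598 nm) tracks WRN helicase activity after 100 nM fluorophore-quencher forked duplex and 2 mM ATP are added to 20 nM enzyme pretreated 15 min at room temperature with compound.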
EPAC1 antagonist = antagonists of human EPAC1 | O95398 | EPAC1 GEF assay, Rap1b-BODIPY-GDP exchange fluorescence | Potency, µM (titrated, usually from 115 µM), inactives show top-dose activity change, negative = inhibition, actives largely listed as inhibitors | 360,000 compounds, 0.14% hits;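 also: potency is read from the fitted curve at half-maximal effect; plate controls were vehicle for no effect and positive control for full effect; nearly all actives have a fitted effect of over 50% in size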
EPAC2 antagonist = antagonists of human EPAC2 | Q8WZA2 | EPAC2 GEF exchange of Rap1B-BODIPY-GDP, fluorescence | Potency, µM (series often up to 114 µM), without a hit: at the highest dose activity, negative = inhibition, most hits filed as inhibitors | 360,000 compounds, 0.18% hits | AID 720708; also: potency is read from the fitted curve at half-maximal effect; % is scaled to controls: 0 for no effect and ±100 for the full control effect; nearly all actives have a fitted effect of over 45% in size; many of its hits are not listed in these tables
Target sequence (Q8WZA2 whole entry, looked up): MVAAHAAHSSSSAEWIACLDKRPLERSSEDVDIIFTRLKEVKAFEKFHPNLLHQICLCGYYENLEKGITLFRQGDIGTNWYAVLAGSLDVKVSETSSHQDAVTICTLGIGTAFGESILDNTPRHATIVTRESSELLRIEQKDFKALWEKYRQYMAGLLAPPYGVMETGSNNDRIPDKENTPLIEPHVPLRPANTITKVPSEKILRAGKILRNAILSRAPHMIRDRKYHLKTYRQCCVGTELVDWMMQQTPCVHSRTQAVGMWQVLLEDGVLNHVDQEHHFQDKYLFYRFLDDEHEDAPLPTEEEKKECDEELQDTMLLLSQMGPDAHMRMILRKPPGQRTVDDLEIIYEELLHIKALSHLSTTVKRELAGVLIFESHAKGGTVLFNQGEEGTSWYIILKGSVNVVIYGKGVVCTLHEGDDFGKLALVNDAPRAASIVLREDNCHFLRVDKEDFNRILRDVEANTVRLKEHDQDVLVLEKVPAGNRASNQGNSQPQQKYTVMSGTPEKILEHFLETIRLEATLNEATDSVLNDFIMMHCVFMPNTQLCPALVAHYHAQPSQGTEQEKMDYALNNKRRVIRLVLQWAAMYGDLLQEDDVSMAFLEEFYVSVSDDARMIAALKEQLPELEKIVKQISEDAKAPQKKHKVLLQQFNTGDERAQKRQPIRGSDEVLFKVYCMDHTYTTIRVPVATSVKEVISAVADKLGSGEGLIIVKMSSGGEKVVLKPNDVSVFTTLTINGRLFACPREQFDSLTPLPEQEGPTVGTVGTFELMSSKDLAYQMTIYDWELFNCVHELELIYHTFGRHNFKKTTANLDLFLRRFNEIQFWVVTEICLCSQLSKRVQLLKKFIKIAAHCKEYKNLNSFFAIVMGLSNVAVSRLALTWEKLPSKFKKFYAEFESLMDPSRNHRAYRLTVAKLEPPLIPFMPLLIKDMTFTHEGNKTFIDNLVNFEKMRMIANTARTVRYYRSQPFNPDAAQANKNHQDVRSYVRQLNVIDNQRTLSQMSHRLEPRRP
PI5P4K alpha inh = PI5P4K alpha (human) kinase inhibition; PI5P4Kalpha enzyme, ADP-Glo luminescence, 60 min; stronger effect = lower value; AID 652105; max response, %; 330,000 compounds, 1.2% hits; P48426; active = max response of -50% or lower; inconclusive = between -30% and -50%; inactive = -30% or higher; also: value at the top dose of about 77 µM; % is scaled to controls: 0 for no effect and ±100 for the full control effect
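Compounds were pin-transferred onto PI5P4Kalpha and substrate in HEPES pH 7.4 buffer with EGTA, CHAPS and 5% DMSO. ATP (5 microM final) started the reaction, which ran 60 minutes at room temperature before ADP-Glo detection.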
CCT chaperon mod = changes cytosolic chaperonin activity; 360,000 compounds, 0.3% hits; purified chaperonin ATPase assay, HTRF ADP detection, 30 min; AID 651819; activity change, % (concentration not given with the values), hits read low; in the data active = activity change below about -30%; also: % is scaled to controls: 0 for no effect and ±100 for the full control effect
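ATPase activity: ADP formed was measured by HTRF Transcreener (665/615 nm ratio) after 30 min at 37 deg C with 10 uM ATP. Compounds screened at one 76 uM concentration against 40 or 20 nM TRiC in Tris pH 7.4/KCl/MgCl2/DTT buffer.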
* marks the source's active call; other numbers are inactive results; u = inconclusive; x = no result given; [ ] = another dose, or the depositor's remark. Unless noted, calls follow the shape of the dose curve; as a rule, active = well fitted curve in the direction sought with a large enough effect; inconclusive = small, poorly fitted or top-dose-only effect, or another doubt; inactive = no such curve, though single readings can be large; an effect the other way counts as inactive or inconclusive. A portion of the library (hit frequency here may not be typical).

No.	SMILES	MmCpn inh	EPAC1 agonist	PLK1 PBD inh	WRN inhibitor	EPAC1 antagonist	EPAC2 antagonist	PI5P4K alpha inh	CCT chaperon mod
1	CCn1c(-c2ccc(-c3ccccc3)cc2)c[nH]c1=S	-15%	8%	-13%	5%	8%	0%	-23	-0.7
2	Nc1nn2c(-c3ccccc3)cc(=O)[nH]c2c1N=Nc1ccc(O)cc1	-4%	3%	-8%	u	-9%	-3%	u	1.7
3	COc1ccc(C2=NC(C(F)(F)F)(C(F)(F)F)c3c(n(C)c(=O)n(C)c3=O)N2)cc1	-1%	3%	1%	-7%	-2%	14%	x	-0.1
4	COc1ccccc1CC(=O)Nc1ccc(S(=O)(=O)N2CCN(C)CC2)cc1	-3%	-5%	2%	-21%	-3%	2%	-9	0.2
5	CCN(CC)C(=O)C1=C(C)N(Cc2ccc(OC)cc2)C(=O)C(CC(=O)NCc2cccc3ccccc23)C1 (stereo not given)	x	-6%	-5%	-4%	-16%	1%	2	-0.3
6	COc1ccc(C(=O)C2CCCN(Cc3ccc4nonc4c3)C2)c(OC)c1 (stereo not given)	1%	-5%	-5%	-11%	-14%	2%	4	1.3
7	COc1ccc(C2=Nn3c([n+](C)c4ccccc43)SC2)cc1	0%	0%	0%	49%[activator]	-6%	26%	4	-3.4
8	CCCCn1nnnc1SCC(=O)c1cc(Cl)ccc1OC	-5%	9%	-8%	0%	-11%	-9%	-1	-0.8
9	CCOC(=O)[C@H]1[C@H]2COc3ccc(Br)cc3[C@@H]2N2C(=O)CN(Cc3ccc(Cl)cc3)C(=O)[C@@]12C	-2%	5%	8%	-7%	-22%	1%	12	1.7
10	COc1ccc(-n2ccnc2SCC(=O)Nc2ccccc2)cc1	2%	1%	-24%	-1%	-4%	-4%	5	-2.6
11	COc1cccc(-c2cnc3c(NC(C)=O)cc(-c4ccncc4)cn23)c1	x	-8%	-2%	-12%	-8%	-27%	-19	2.4
12	Cc1cccc(NC(=O)NC2CCCCCCC2)c1	2%	10%	-4%	2%	6%	-7%	-10	-0.2
13	CC(=O)Nc1ccc(Cl)cc1C1COC(=O)C1=N (stereo not given)	-2%	5%	65%[activator]	5%	2%	0%	1	1.0
14	Nc1nonc1NC(=O)NN=C1CCCCC1	-2%	-6%	-11%	-10%	-3%	-6%	1	0.5
15	Cc1cccc(NC(=O)N2C3CCCC2CC(NC(=O)C(C)(C)C)C3)c1 (stereo not given)	0%	-7%	0%	4%	8%	2%	2	-0.9
16	COc1ccc2c(c1OC)C(=O)N(c1ccc(O)cc1)C2	1%	-6%	0%	-7%	4%	-1%	-7	0.4
17	O=C(O)/C=C/C(=O)NNC(=O)c1ccc(Br)cc1	5%	-8%	-6%	4%	-9%	12%	-17	-0.7
18	Brc1ccc(-c2nnc3sc(CN4CCc5ccccc5C4)cn23)cc1	x	18%	-28%	-3%	16%	-1%	5	-2.4
19	Cc1c(Cl)cccc1Nc1nc(N)nc(CN2CCCCCC2)n1	-1%	-1%	-25%	7%	-4%	3%	-3	0.6
20	CCOc1ccc(CCNC(=O)c2ccc(OCc3c(C)noc3C)cc2)cc1OCC	2%	2%	-1%	-1%	-4%	0%	-8	1.4
21	Cc1ccc(C(=O)OCC(=O)NNC(=O)c2cccs2)c(O)c1	1%	6%	1%	-8%	-8%	-2%	-5	-1.0
22	COc1ccc(CC(=O)OCC(=O)Nc2ccc(Br)cc2)cc1	-5%	4%	-15%	9%	-12%	-11%[57.1 µM]	1	-1.5
23	CCOC(=O)CSc1nc2c(sc(=S)n2CCc2ccccc2)c(=O)n1Cc1ccco1	-1%	8%	u	-3%	-9%	-3%	x	-2.9
24	Cc1ccc2nc(C(F)C(F)(F)F)[nH]c2c1 (stereo not given)	0%	12%	-4%	6%	7%	5%	3	1.6
25	COc1ccc(OCC(=O)NC2CCCN(Cc3ccc(Cl)cc3)C2)cc1 (stereo not given)	-2%	-7%	-4%	-1%	18%	-5%	1	-0.2
26	CC1CCCN(S(=O)(=O)c2ccc(NC(=O)Cn3nnc(-c4ccccc4F)n3)cc2)C1 (stereo not given)	1%	12%	1%	-1%	-5%	-1%	x	-0.7
27	O=C(N1CCN(Cc2ccc3c(c2)OCO3)CC1)C12CC3CC(CC(C3)C1)C2	1%	3%	2%	-10%	-4%	-6%	x	0.5
28	COc1ccc(-c2[nH]ncc2CN(C)Cc2ccccn2)c(OC)c1	0%	-11%	-8%	4%	16%	3%	-6	-1.0
29	Cc1ccc(NC(=O)COC(=O)Cn2ccc(=O)[nH]c2=O)cc1C	-1%	-3%	-1%	2%	4%	-3%	3	0.5
30	O=C(Nc1cccc(Cl)c1)C1CCN(C(=O)c2cccs2)CC1	0%	-7%	-8%	-15%	u	0%	5	1.4
31	CN(C)C(=N)c1n[nH]nc1SCc1ccccc1	1%	-3%	-15%	-5%	-8%	6%	-9	-2.2
32	COc1ccccc1N1CCN(C(=O)CNS(=O)(=O)c2ccc(Br)s2)CC1	u	2%	-8%	2%	-3%	-3%	-3	2.7
33	COc1cccc(NC(=O)COC(=O)c2ccc3c(c2)OCO3)c1	-2%	5%	-6%	-30%	-4%	3%	1	-4.2
34	CC(=O)NCCCc1nc2ccccc2n1Cc1ccc(C)cc1	-1%	-10%	-1%	2%	8%	9%	3	-1.5
35	COc1ccc(OCC(=O)Nc2ccc(N3CCC(C)CC3)cc2)cc1	-18%	-1%	-4%	-7%	4%	-1%	2	-1.9
36	COc1ccccc1NC(=O)CNS(=O)(=O)c1ccccc1	0%	-1%	1%	-3%	9%	5%	x	-2.8
37	CCN(CC)C(=S)NC(=O)Cc1ccccc1	0%	-5%	-6%	11%	9%	7%	-8	-0.5
38	N/C(=N\OC(=O)COc1ccc2ccccc2c1Br)c1ccccn1	-22%	3%	-4%	6%	-12%	8%	-5	-1.2
39	Cc1ccccc1C(=O)NC(=S)Nc1ccccc1C(=O)O	1%	2%	-24%	8%	u	-9%	-1	0.7
40	Cc1c(/C=C/C(=O)c2ccc(Cl)s2)cnn1C	1%	-8%	-4%	-2%	4%	-6%	-1	-3.1
41	COc1ccc(N(C)C(=O)C2CCN(S(=O)(=O)c3cccc4nonc34)CC2)c(OC)c1	0%	5%	-21%	0%[57.1 µM]	-11%	2%	-1	0.0
42	c1ccc2oc(-c3ccn[nH]3)cc2c1	-1%	0%	-7%	9%	11%	-2%	2	-0.9
43	Cc1nc2nc(-c3ccco3)[nH]n2c(=O)c1Cc1ccccc1	-3%	6%	-12%	-4%	-14%	-3%	0	1.5
44	CSc1ccccc1-c1nnc(-c2ccc(Cl)c(Cl)c2)o1	-1%	7%	u	-1%	-4%	4%	4	-2.1
45	Cc1cc(Br)cc2c(C(=O)NCC3CCCO3)cc(-c3cccs3)nc12 (stereo not given)	-19%	12%	-5%	-31%	-12%	5%	-7	-21
46	N#Cc1cnn2ccn(C3OC(CO)C(O)C3O)c12 (stereo not given)	1%	0%	-6%	8%	-6%	-1%	2	-0.4
47	Cc1c(C(C)C[C@H](C)O)oc(=O)c2c1Oc1c(C)c(C(C)C[C@H](C)O)oc(=O)c1C2 (stereo not given in full)	-1%	1%	2%	6%	7%	3%	-1	1.1
48	CC(=O)Nc1ccc(NS(=O)(=O)c2ccc(Cl)s2)cc1	0%	8%	11%	-7%	-10%	0%	1	-1.5
49	NC1=NN=C(c2ccc3c(c2)OCCO3)CS1	2%	2%	-11%	u	1%	6%	-23	0.3
50	Cc1c(C(=O)OCC(=O)c2ccc3c(c2)OCCO3)oc2ccccc12	-14%	-1%	0%	-4%	6%	-3%	0	2.9
51	CCN(CC)CCNC(=O)c1c(C)oc2cc(Br)c(OC)cc12	3%	9%	2%	-7%	3%	-2%	x	0.8
52	CC(C)N1C(=O)C(=O)N(CC(=O)N2c3ccccc3CC2C)C1=O (stereo not given)	x	-7%	-1%	10%	5%	1%	3	-0.3
53	O=[N+]([O-])c1ccc(-c2cn3nc(-c4ccccc4)c(-c4ccccc4)nc3n2)cc1	1%	2%	-4%	1%	-7%	6%	-8	-2.3
54	COc1cc(-c2nc(-c3ccc(NC(=O)c4ccc5c(c4)OCO5)cc3)no2)cc(OC)c1OC	-1%	8%	-8%	-34%	0%	-2%	-2	0.6
55	COc1ccc(NC(=O)C2CC2)cc1NS(=O)(=O)c1ccc(F)cc1	-1%	-3%	1%	5%	4%	8%	x	0.1
56	COc1ccccc1C(=O)NC(=O)COC(=O)Cc1n[nH]c(=O)c2ccccc12	-3%	-7%	-1%	-23%	u	-30%	-4	0.3
57	COCCN(C(=O)c1ccc(N(C)S(=O)(=O)c2ccc(C)cc2)cc1)c1c(N)n(CC(C)C)c(=O)[nH]c1=O	x	0%	-7%	3%	-16%	-28%	-1	0.7
58	O=C(N/N=C/c1cccc(O)c1)c1ccc(COc2cccc3cccnc23)cc1	1%	4%	-7%	0%	-8%	-1%	4	-0.7
59	Cc1ccc(NC(=O)Cn2nnc(C(=O)NCc3cccs3)c2N)cc1Cl	3%	-17%	-2%	-2%	8%	3%	2	-0.6
60	Cn1cnnc1SCC(=O)c1ccc(O)c(O)c1	-2%	6%	2%	5%	8%	17%	-4	1.9

Reprinted at random: 2 compounds from above
No.	SMILES	MmCpn inh	EPAC1 agonist	PLK1 PBD inh	WRN inhibitor	EPAC1 antagonist	EPAC2 antagonist	PI5P4K alpha inh	CCT chaperon mod
32	COc1ccccc1N1CCN(C(=O)CNS(=O)(=O)c2ccc(Br)s2)CC1	u	2%	-8%	2%	-3%	-3%	-3	2.7
10	COc1ccc(-n2ccnc2SCC(=O)Nc2ccccc2)cc1	2%	1%	-24%	-1%	-4%	-4%	5	-2.6
